sPLA2-III inh = Blocks human group III sPLA2 activity. inhibition, % at 12.2 µM. QFRET BODIPY PC-A2 liposome hydrolysis, fluorescence. actives 0.56% (n = 370,000). AID 743126;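 active means inhibition above mean plus 3 SD of compounds lying within the high and low control bounds, cut at about 19% in these data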;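 further: 0% = median of test compound wells and 100% = no enzyme DMSO wells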
Target sequence (Q9NZ20 whole entry, looked up): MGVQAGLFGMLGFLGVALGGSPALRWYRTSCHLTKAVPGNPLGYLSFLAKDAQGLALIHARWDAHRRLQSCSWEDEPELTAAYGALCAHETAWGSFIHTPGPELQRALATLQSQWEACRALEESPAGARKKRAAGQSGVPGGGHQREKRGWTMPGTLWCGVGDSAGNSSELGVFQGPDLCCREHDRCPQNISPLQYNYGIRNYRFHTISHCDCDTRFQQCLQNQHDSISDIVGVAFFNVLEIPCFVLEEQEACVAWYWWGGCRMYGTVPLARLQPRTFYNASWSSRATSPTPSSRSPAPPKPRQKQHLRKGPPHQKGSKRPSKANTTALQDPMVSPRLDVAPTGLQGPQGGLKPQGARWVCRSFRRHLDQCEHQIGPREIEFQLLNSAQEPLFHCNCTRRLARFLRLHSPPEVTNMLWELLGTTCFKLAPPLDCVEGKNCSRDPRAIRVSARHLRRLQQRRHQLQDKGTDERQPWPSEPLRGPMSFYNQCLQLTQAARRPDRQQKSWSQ
UHRF1 MBD2 ctr = human UHRF1 methylated DNA binding inhibitors; inhibition, % at 4.4 µM; actives 0.75% (n = 370,000); Q96T88; UHRF1 binding to methylated oligo, TR-FRET; in the data active means inhibition above about 21%;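 further: UHRF1 SRA domain binding a hemimethylated CpG hairpin DNA probe; 0% = median of test compound wells and 100% = reference inhibitor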
NR1D1 modulator = Rev-erb alpha (human) modulation | P20393 | Rev-erbα–FITC-DNA binding, fluorescence polarization, 90 min | activity, % at 10 µM | actives 0.79% (n = 370,000);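 active means activity above about 14%, limit read from the data; passing the limit was not always enough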;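 further: 0% = DMSO wells with 35 nM protein and 100% = DMSO wells with 750 nM protein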
ARFGAP1 inhibitor = inhibits rat ARF GTPase activating protein 1; Q62848; Arfgap1-stimulated ARF1 GTP hydrolysis, GDP FP detection; inhibition, % at 16.5 µM; actives 0.26% (n = 360,000); AID 651572;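 active means inhibition above a per-plate limit, mean inhibition of low control wells plus 3 SD, cut at about 25% in these data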;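 further: 0% = DMSO wells with enzyme and 100% = wells lacking Arfgap1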
Target sequence (Q62848 1-136 limits assumed): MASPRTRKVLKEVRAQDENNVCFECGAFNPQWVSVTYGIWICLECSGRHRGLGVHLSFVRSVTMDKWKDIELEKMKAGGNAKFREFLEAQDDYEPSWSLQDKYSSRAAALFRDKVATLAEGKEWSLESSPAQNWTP
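System: truncated rat Arfgap1 GAP domain / Medium: HEPES-based buffer, pH 7.5 / Also added: N-terminally truncated human ARF1-GTP substrate / Incubation: enzyme reaction 120 min at 25 °C after 20 min preincubation / Measured by: FP of antibody-bound GDP Alexa 633 tracer, ex 620/em 688 nm / Replicates: singlicate, each compound tested once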
PLC-beta3 inh = blocks human PLC-beta3 enzyme activity | Purified PLC-beta3, fluorogenic substrate, fluorescence | inhibition, % at 12.2 µM | actives 0.18% (n = 370,000) | AID 720704; in the data active means inhibition above about 11%;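 further: 0% = median of compound wells on plate and 100% = full blocker control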
ASAP1 GAP inh = blocks human ASAP1-stimulated Arf1 GTP hydrolysis. Q9ULH1. GDP FP detection. inhibition, % at 16.5 µM. actives 0.19% (n = 360,000); in the data active means inhibition above about 25%;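 further: 0% = vehicle with enzyme and substrate and 100% = no enzyme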
PLCg1 inh = PLC-gamma1 (human) inhibition, primary screen | P19174 | purified PLC-gamma1, fluorogenic substrate, fluorescence | inhibition, % at 12.2 µM | actives 0.84% (n = 370,000); in the data active means inhibition above about 9.5%
DDE Tn7 FP inh = DD(E)-Tn7 binding inhibition, primary FP screen; FP displacement of FITC-Tn7 peptide from fibrin DD(E); 0% = median of compound wells per plate; inhibition, % at 8.3 µM; actives 0.13% (n = 370,000); AID 720508;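 active means inhibition above the mean of compounds falling within the control limits plus 3 SD of them, cut at about 14% in these data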;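 further: 0% = plate median of compound wells and 100% = 10 µM Aha-Tn7 peptide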
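Assay system: human fibrin DD(E). Input: DD(E) 2 µM final. Medium: Tris buffer with calcium and detergent, pH 7.8. Compound dosing: single point at 8.3 µM. Timing: 10 min plus 3 h, room temperature. Technique: fluorescence polarization of the labelled Tn7 tracer. Read-out: percent inhibition. Replicates: singlicate testing.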
KLK7 zymogen act = activates the human kallikrein-7 zymogen; actives 0.9% (n = 370,000); activation, % at 7 µM; purified proKLK7, EDANS-DABCYL substrate fluorescence; 100% is mature enzyme control, 0% vehicle;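 active means activation above the mean of all tested compounds plus 3 SD, computed per campaign excluding outliers beyond control limits, cut at about 13% in these data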
Target sequence (P49862 whole entry, looked up): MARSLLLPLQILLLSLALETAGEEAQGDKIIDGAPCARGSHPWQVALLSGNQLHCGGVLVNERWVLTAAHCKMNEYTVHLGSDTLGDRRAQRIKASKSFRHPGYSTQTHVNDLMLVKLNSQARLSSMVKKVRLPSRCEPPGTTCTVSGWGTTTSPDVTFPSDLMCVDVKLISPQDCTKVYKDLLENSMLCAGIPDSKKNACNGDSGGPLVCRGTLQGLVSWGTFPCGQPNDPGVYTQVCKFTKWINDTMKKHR
DDE Tn6 FP inh = disrupts Tn6 cyclic peptide binding to fibrin D-Dimer-E complex; P02675; Fibrin DD(E) TRITC-Tn6 fluorescence polarization displacement; inhibition, % at 8.3 µM; actives 0.21% (n = 370,000);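 active means inhibition above a per-campaign cutoff: mean of compounds within control limits plus 3 SD, cut at about 15% in these data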;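 further: 0% = median of all compound wells on the plate and 100% = blocking peptide control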
Starred values were filed as active, the others as inactive; / = not tested or not shown.

nr	smiles	sPLA2-III inh	UHRF1 MBD2 ctr	NR1D1 modulator	ARFGAP1 inhibitor	PLC-beta3 inh	ASAP1 GAP inh	PLCg1 inh	DDE Tn7 FP inh	KLK7 zymogen act	DDE Tn6 FP inh
1	COc1ccc(COC(=O)Nc2cn(C)nc2C(F)(F)F)cc1	1.6	3.8	/	-6.5	-4.6	7.8	5.7	2.4	0.2	-1.3
2	Cc1cccc(C(=O)N2CCN(c3ncnc4c3cnn4-c3ccccc3)CC2)c1	2.8	2.9	-2.8	1.7	1.0	-0.5	-0.2	1.8	0.1	-2.8
3	CC(C(=O)OCC(=O)Nc1ncc(Cl)cc1Cl)N1C(=O)c2ccccc2C1=O (configuration not stated)	-5.4	3.0	-3.0	8.0	1.0	-0.6	-3.4	-5.1	-0.6	-5.8
4	CSc1ccc(S(=O)(=O)NCCSc2ccccn2)cc1	-9.3	-0.7	-2.5	6.6	-4.6	-3.4	1.1	4.5	0.8	-0.1
5	Clc1cccc(Cl)c1CSc1nnc(CN2CCOCC2)n1-c1ccccc1	-1.4	0.1	-3.6	-2.0	-3.4	-14.1	0.1	5.2	0.1	-8.6
6	COc1ccc(C(=O)Nc2ccc(NC(=O)CSc3nnc(-c4ccncc4)n3C)cc2)cc1	10.2	2.3	-4.1	1.1	-10.1	-6.4	-0.4	0.5	0.9	12.1
7	CCN(CC)CCCN1C(=O)C(=O)/C(=C(/O)c2ccc3c(c2)OCCO3)C1c1ccc(C)o1 (configuration not stated)	1.6	1.9	1.9	-0.8	-12.9	1.5	-4.2	-7.0	0.4	-1.9
8	Cc1cccc2sc(NC(=O)Cn3cccc3)nc12	-8.6	2.8	-1.6	-7.7	-11.6	-3.4	-3.8	-1.2	-0.5	-6.6
9	O=S(=O)(c1ccc(Br)s1)N1CCN(c2ccc(F)cc2)CC1	5.0	-2.4	-1.1	2.8	-6.9	10.1	-2.0	-3.1	-0.3	1.3
10	FC(F)C(F)(F)C(F)(F)C(F)(F)c1cc(-c2ccccc2)n[nH]1	-28.6	0.0	-3.4	2.7	-3.6	18.2	-1.2	-11.5	-0.3	-12.9
11	CCCN(CC(=O)Nc1ccc(F)c(F)c1F)C(=O)c1cc([N+](=O)[O-])ccc1N1CCOCC1	3.8	1.4	-3.7	-5.8	-8.4	-0.1	-1.0	-4.8	0.3	-4.0
12	O=P(c1ccccc1)(c1ccccc1)c1cc(Br)cc(Br)c1OCCO	-4.6	-2.1	0.6	3.3	-2.9	9.4	0.7	1.6	-0.2	3.8
13	CCOC(=O)C1CCN(C(=O)CCNS(=O)(=O)c2cc(Br)cnc2N)CC1	2.7	-2.0	-3.4	11.8	-3.2	2.0	-0.9	-4.9	-0.3	1.6
14	CCCCN(C)CCCNC(=O)c1ccc2c(c1)N(CC)C(=O)c1ccccc1S2=O (configuration not stated)	-2.1	-3.4	3.2	0.5	-4.6	-6.3	1.2	3.6	-0.2	4.1
15	Cc1cc(F)ccc1S(=O)(=O)Nc1ccccc1C(=O)NC1CCN(Cc2ccccc2)CC1	-38.7	4.5	2.0	-3.4	-32.7	-3.5	-25.6	-1.9	1.6	1.4
16	CNC(=S)N(C1=NCC(c2ccc([N+](=O)[O-])cc2)S1)c1ccccc1 (configuration not stated)	-1.9	0.9	5.7	-6.3	-5.5	-13.2	0.3	-6.2	0.4	1.7
17	Cc1cccc(CC2S/C(=N/N=C/c3ccco3)NC2=O)c1 (configuration not stated)	-12.8	-0.7	-4.4	16.6	0.0	-3.2	2.6	7.1	0.0	3.3
18	Cn1cc(Br)c(-c2cccc(NC(=O)CCC(=O)O)c2)n1	4.2	0.9	3.4	5.6	-6.3	1.3	-0.7	6.5	-0.2	2.4
19	Cc1ccc(Oc2ccc(S(=O)(=O)Nc3ccc(C(=O)O)cc3)cc2)cc1	-5.3	2.8	5.2	-19.2	-13.7	7.7	2.6	6.4	-0.1	1.6
20	Cc1ccccc1-c1nnn(Cc2ccc(-c3nn[nH]n3)cc2)n1	-26.3	-0.2	3.7	-14.3	-7.0	-2.1	2.6	-2.1	0.0	-2.7
21	CCCCn1c(-c2cccc(Br)c2)nc2cc3[nH]c(=O)c(C(C)C)nc3cc21	3.3	-4.2	6.1	3.8	-142.5	0.2	-98.8	-1.8	-30.1	2.9
22	Cc1ccccc1NC(=S)N(Cc1cccnc1)Cc1ccccc1Cl	4.1	0.5	-7.8	3.2	-5.2	7.9	-2.0	-4.6	0.0	-4.4
23	CC(=O)N1CC(C)Sc2ccc(S(=O)(=O)NCc3ccccc3Cl)cc21 (configuration not stated)	-20.4	1.3	-0.1	-0.5	-11.6	-2.8	3.5	-1.9	0.7	-5.1
24	Cc1nn(C)cc1NC(=O)Cn1nc(C(F)(F)F)cc1C1CC1	-8.3	-2.2	1.2	-3.5	5.4	17.0	2.5	-11.5	0.3	0.5
25	O=C(COC(=O)C1CCCCC1)Nc1cc([N+](=O)[O-])ccc1F	1.6	-2.8	-4.8	7.8	0.2	1.3	-0.2	-2.4	-0.1	-1.6

By substructure: the compounds so far containing a CF3 group
nr	smiles	sPLA2-III inh	UHRF1 MBD2 ctr	NR1D1 modulator	ARFGAP1 inhibitor	PLC-beta3 inh	ASAP1 GAP inh	PLCg1 inh	DDE Tn7 FP inh	KLK7 zymogen act	DDE Tn6 FP inh
1	COc1ccc(COC(=O)Nc2cn(C)nc2C(F)(F)F)cc1	1.6	3.8	/	-6.5	-4.6	7.8	5.7	2.4	0.2	-1.3
24	Cc1nn(C)cc1NC(=O)Cn1nc(C(F)(F)F)cc1C1CC1	-8.3	-2.2	1.2	-3.5	5.4	17.0	2.5	-11.5	0.3	0.5

(more compounds)
nr	smiles	sPLA2-III inh	UHRF1 MBD2 ctr	NR1D1 modulator	ARFGAP1 inhibitor	PLC-beta3 inh	ASAP1 GAP inh	PLCg1 inh	DDE Tn7 FP inh	KLK7 zymogen act	DDE Tn6 FP inh
26	COc1ccc(-n2c(C)cc(C(=O)COC(=O)c3ccc(O)cc3O)c2C)cc1	-13.4	-0.6	0.2	12.8	-16.3	11.6	-6.9	-6.2	0.3	-0.6
27	Cc1ccc(C(=O)C(C)N(C(=O)c2ccc(Cl)cc2Cl)N2C(=O)CCCC2=O)cc1 (configuration not stated)	-0.1	5.6	1.8	6.2	-7.9	2.4	-1.2	0.4	0.1	-5.5
28	CC(C)COC(=O)N1CCCCC1c1cc(C(=O)N2CCOCC2)no1 (configuration not stated)	13.2	3.6	2.1	1.0	6.5	-4.6	3.5	3.9	0.2	-1.4
29	CC(=O)Nc1ccc(NC(=O)c2c(C)noc2C)cc1	-4.0	0.8	-0.6	15.5	-3.5	2.6	0.3	-7.0	-0.2	-11.3
30	CCC1(c2ccccc2)NC(=O)N(CC(=O)N(C)CC(=O)Nc2cccc(F)c2)C1=O (configuration not stated)	-8.0	0.4	-8.4	-10.6	-5.3	11.5	-2.8	-5.7	-0.4	1.0
31	Cc1ccc(CN(c2ccc(C(=O)N3CCOCC3)cc2)S(C)(=O)=O)cc1	7.2	-0.6	-2.6	-6.8	4.0	-8.4	5.8	0.6	0.0	10.1
32	CCOC(=O)C1(Cc2cccc(F)c2)CCN(C(=O)c2cnc(C)cn2)CC1	2.6	2.8	0.1	-3.6	3.0	3.7	2.3	-1.1	-0.9	-3.7
33	COCCNC(=O)C1(C)CCN(C(=O)c2oc3ccccc3c2C)C1 (configuration not stated)	10.0	3.5	0.2	12.0	2.4	12.8	1.4	3.2	-0.4	-6.2
34	CCOCCCNC(=O)CCC(=O)NNc1nc2ccccc2c2nc(-c3ccccc3)nn12	6.6	-1.1	-2.8	3.9	3.5	9.1	1.0	2.2	0.3	8.2
35	Nc1sc2c(c1C(=O)NC1CCS(=O)(=O)C1)CCCC2 (configuration not stated)	-9.2	-1.6	-5.2	-7.1	-50.5	2.6	-38.6	-0.1	-0.1	2.3
36	COc1cccc(N2CCN(CC(=O)Nc3ccccc3C(=O)NCc3ccccc3)CC2)c1	3.2	2.4	-3.3	10.5	-6.0	-0.8	-1.6	7.5	0.6	5.3
37	CCCOc1ccc(CC(=O)NCC2(c3ccccc3)CCOCC2)cc1OC	-1.1	1.4	0.1	-7.2	4.6	-2.4	5.9	-3.4	-0.2	-1.1
38	Cc1noc(C)c1S(=O)(=O)Nc1ccc(C#N)cc1	1.7	-1.6	-4.4	3.0	-7.0	-4.7	-1.1	-2.3	-0.1	3.4
39	CC(C)(C)c1ccc2c(c1)N(CC(=O)O)C(=O)CO2	-2.2	3.2	0.1	1.1	-0.8	6.8	-0.4	-1.2	0.3	1.3
40	CCCn1c(NCc2ccccn2)nc2ccccc21	3.0	0.0	-8.7	-0.5	-0.3	-7.5	2.5	-1.7	-0.3	-0.4
41	Cc1cc(C)nc(N/N=C/C2=C(O)CC(c3ccccc3)CC2=O)n1 (configuration not stated)	11.2	-3.7	1.8	3.5	-20.7	1.9	-10.3	1.6	-1.1	-0.2
42	C/C(=N\NC(=O)CCCOc1ccc(Cl)cc1C)c1ccc(C)o1	-8.4	-3.8	11.4	-1.5	-10.3	-2.0	-11.2	0.9	-0.7	5.2
43	N/C(=N\O)c1ccc(Oc2ccccc2Cl)c([N+](=O)[O-])c1	1.0	0.6	12.0	-10.7	2.1	8.9	2.9	-6.9	1.0	-9.8
44	COc1ccc(NCN2C(=O)CCC2=O)cc1	2.3	-5.3	-1.4	5.3	3.0	-11.9	1.5	-1.2	0.6	-3.2
45	Nc1ccn([C@@H]2O[C@H](CN=C3NS(=O)(=O)c4ccccc43)[C@@H](O)[C@H]2O)c(=O)n1	-0.8	0.1	2.5	16.8	2.4	7.4	-0.7	0.8	0.2	-3.9
46	Cc1nonc1NC(=O)CSc1nc(C2CCCCC2)nc2ccccc12	-5.4	-4.1	0.4	1.3	-24.4	11.2	1.7	-6.9	0.0	2.1
47	Cc1[nH]n(C(N)=S)c(=O)c1N=Nc1cc(-c2ccc(Br)cc2)[nH]n1	-7.1	-8.2	14.0*	5.1	-1.4	23.6	-0.6	-2.7	0.1	-4.9
48	CCn1c(CC(=O)Nc2ccccc2F)nnc1SCC(=O)NC1=NCCS1	11.9	3.3	0.2	-7.1	-1.4	2.0	4.3	6.6	0.1	-4.7
49	Cn1c(CNc2ccc(Br)cc2)nc2ccccc21	12.6	-0.8	1.1	13.4	-4.1	5.1	1.0	7.0	-0.2	-1.4
50	O=C(CCNC(=O)c1ccc(Cl)cc1)Nc1cccc(S(=O)(=O)N2CCCCCC2)c1	-37.5	0.5	-7.0	11.1	-2.1	-1.5	-3.1	-6.6	1.0	2.2
51	CNC(=O)Cn1c(C)cc(=O)c2cccc(C)c21	0.5	-0.7	0.9	-2.5	-3.9	6.3	-0.6	-6.4	0.0	0.7
52	Cc1cccc(-n2c(C)cc(/C=C3/C(=N)N4C(c5ccccc5)=CSC4=NC3=O)c2C)c1	2.3	-0.4	-2.9	1.2	-0.8	4.3	-4.2	2.6	-0.4	4.3
53	Cc1ccc(-n2ncc3c(=O)n(CC(=O)NCc4ccco4)cnc32)cc1C	10.9	-0.1	-4.9	0.8	-4.5	10.7	-1.9	0.1	0.0	-0.8
